# G9a inh: qHTS Assay for Inhibitors of Histone Lysine Methyltransferase G9a; Histone-lysine N-methyltransferase EHMT2 (Homo sapiens), Q96KQ7; G9a H3K9 monomethylation, AlphaScreen, 2 h; Potency, µM (series often up to 102 µM), for the others: at the top dose activity, negative = inhibition, most hits filed as inhibitors; 8.8% of 350,000 active; AID 504332, 2011; note: potency is the fitted concentration of half-maximal effect; % is set by controls: 0 for no effect and ±100 for the full control effect; nearly all actives have a fitted effect of over 75% in size
#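 AlphaScreen detection with an anti-monomethyl H3K9 antibody quantified product after a 2 h room-temperature reaction containing 500 nM biotinylated H3K9 peptide, 20 µM SAM and 20 nM enzyme, which had been preincubated 15 min with compound.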
# ALOX12 inh: Primary qHTS assay for inhibitors of human arachidonate 12S-lipoxygenase (ALOX12): Round 2. purified 12hLO, xylenol orange hydroperoxide absorbance. Potency, µM (top dose mostly 108 µM), inactives show at the top dose activity change, negative = inhibition, usual class: inhibitors. Polyunsaturated fatty acid lipoxygenase ALOX12 (Homo sapiens), P18054. 1.1% of 580,000 active; note: potency is the fitted concentration of half-maximal effect; % is set by controls: 0 for no effect and ±100 for the full control effect
#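 Purified human 12hLO at 150 nM in 25 mM Hepes, 0.01% Triton X-100, pH 7.0, preincubated 15 min at room temperature with compound. Reaction started with 40 uM arachidonic acid, 30 min at room temperature. Hydroperoxide measured by Fe-xylenol orange, 573/405 nm absorbance ratio.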
# GLS inh: qHTS for Inhibitors of Glutaminase (GLS) | AID 624170, 2012 | Potency, µM (titrated, usually from 45.5 µM), inactives show at the highest dose activity change, negative = inhibition, most hits filed as inhibitors | 0.21% of 410,000 active | Glutaminase kidney isoform, mitochondrial (Homo sapiens), O94925 | GLS enzymatic activity, qHTS titration; note: potency is the fitted concentration of half-maximal effect; % is set by controls: 0 for no effect and ±100 for the full control effect
#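 hKGA in 45 mM KH2PO4 (pH 8.2), 0.02% Tween-20 with compound, then 1mM L-Glutamine (stock as added) plus glutamate oxidase/HRP/Amplex red coupling mix. Fluorescence read initially and after 30 min at RT; signal change reflects glutamate formation.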
# BAZ2B inh: qHTS Assay for Inhibitors of BAZ2B | Bromodomain adjacent to zinc finger domain protein 2B (Homo sapiens), Q9UIF8 | AlphaScreen BAZ2B-H3K14Ac peptide displacement | Potency, µM (highest dose often 114 µM), inactives show at the top dose activity change, negative = inhibition, usual class: inhibitors | 4.4% of 360,000 active | AID 504333, 2011; note: potency is the fitted concentration of half-maximal effect; % is set by controls: 0 for no effect and ±100 for the full control effect; nearly all actives have a fitted effect of over 60% in size
#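 Multi-concentration screen (max 110 uM) measuring displacement of acetylated histone H3 peptide from BAZ2B by AlphaScreen, using 50 nM protein, 50 nM peptide and 10 ug/mL streptavidin donor plus Ni-chelate acceptor beads.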
# PI4K2A inh: qHTS for small molecular inhibitors of PI4K2A; Phosphatidylinositol 4-kinase type 2-alpha (Homo sapiens), Q9BTU6; purified PI4K2A, ADP-Glo luminescence, 1 h; stronger effect = lower value; activity change, negative = inhibition, % at 76.9 µM; 0.13% of 420,000 active; AID 1346378, 2018; in the data active = activity change below about -50%; inconclusive = mostly about -30% to -49%;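 note: -100% = wells without enzyme as full effect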
#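 In this quantitative HTS, ADP production by PI4K2A was quantified luminescently after 1 h at ambient temperature; 100 microM adenosine served as plate-quality control.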
# RGS4 inh: Inhibitors of Regulator of G Protein Signaling (RGS) 4: qHTS; Transcreener GDP fluorescence polarization, RGS4-accelerated GTP hydrolysis; AID 504845, 2011; Potency, µM (series often up to 114 µM), for inactives: top-dose activity change, negative = inhibition, usual class: inhibitors; 0.039% of 390,000 active; note: potency is the fitted concentration of half-maximal effect; % is set by controls: 0 for no effect and ±100 for the full control effect; nearly all actives have a fitted effect of over 75% in size; some results filed as inactive show a strong effect at the top dose
# Target sequence (P49798 whole entry, looked up): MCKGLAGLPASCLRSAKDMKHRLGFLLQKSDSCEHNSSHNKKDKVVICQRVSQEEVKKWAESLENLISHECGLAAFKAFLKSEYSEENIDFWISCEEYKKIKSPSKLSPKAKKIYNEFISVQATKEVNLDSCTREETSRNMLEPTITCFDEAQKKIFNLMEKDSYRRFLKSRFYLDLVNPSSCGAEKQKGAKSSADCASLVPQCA
#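 MLSMR compounds (23 nl, pin-transferred) preincubated 10 min at room temperature with a 500nM (2x) first reagent, then RGS4 at 900nM (2x) plus Transcreener GDP mix added; fluorescence polarization (620/688 nm) read before and after 90 min at 30 °C.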
# JMJD2A Tudor inh: qHTS Assay for Inhibitors of JMJD2A-Tudor Domain | Lysine-specific demethylase 4A (Homo sapiens), O75164 | AlphaScreen JMJD2A-Tudor / H3K4me3 peptide binding | Potency, µM (titrated, usually from 114 µM), inactives show top-dose activity change, negative = inhibition, hits mostly inhibitors | 4.4% of 390,000 active | AID 504339, 2011; note: potency is the fitted concentration of half-maximal effect; % is set by controls: 0 for no effect and ±100 for the full control effect; nearly all actives have a fitted effect of over 50% in size
# ERG-DNA inh: qHTS for Small Molecule Inhibitors of the ERG Ets/DNA interaction; Potency, µM (highest dose often 76.9 µM), inactives show at the top dose FP activity, negative = inhibition, actives largely listed as inhibitors; AID 624246, 2012; fluorescence polarization, His-ERG Ets domain / labelled DNA; 0.028% of 370,000 active; active = well fitted inhibition curve with a large enough effect in the polarisation, with a control signal flat; inconclusive = small, poorly fitted or top-dose-only effect, or effect the other way, or a change in a side signal; inactive = no such curve, though single readings can be large or run the other way; the % refers to the polarisation;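 note: polarization taken with two DNA probes labelled with fluorescein and Texas red; potency is the fitted concentration of half-maximal effect; % of control where 0% means no effect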
# Target sequence (P11308 whole entry, looked up, the tested form may be a part): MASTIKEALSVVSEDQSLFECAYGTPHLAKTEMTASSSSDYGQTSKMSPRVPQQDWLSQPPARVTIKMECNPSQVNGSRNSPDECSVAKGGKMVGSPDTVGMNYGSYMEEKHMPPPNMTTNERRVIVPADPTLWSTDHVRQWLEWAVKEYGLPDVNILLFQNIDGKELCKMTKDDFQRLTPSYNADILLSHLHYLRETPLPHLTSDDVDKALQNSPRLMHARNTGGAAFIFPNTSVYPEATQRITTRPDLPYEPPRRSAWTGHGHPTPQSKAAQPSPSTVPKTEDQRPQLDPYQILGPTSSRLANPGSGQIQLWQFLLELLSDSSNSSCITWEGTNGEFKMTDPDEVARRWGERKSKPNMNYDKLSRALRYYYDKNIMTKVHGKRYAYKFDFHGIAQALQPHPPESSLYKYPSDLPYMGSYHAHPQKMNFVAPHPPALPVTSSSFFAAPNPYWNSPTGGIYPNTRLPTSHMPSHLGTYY
#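 His-tagged ERG Ets domain (1 uM in the protein solution; 300mM KCl, 50mM Tris-HCl, 1mM EDTA, 1mM DTT, pH 7.5) received compound, then a probe mix of 5 nM fluorescein-DNA and 100nM Texas-615-DNA. Fluorescence polarization was read for both dyes.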
# HP1b chromo inh: HTS for Inhibitors of HP1-beta Chromodomain Interactions with Methylated Histone Tails; Chromobox protein homolog 1 (Homo sapiens), P83916; AlphaScreen HP1-beta / biotin-H3K9me3 peptide binding; Potency, µM (top dose mostly 114 µM), for the others: at the top dose activity change, negative = inhibition, hits mostly inhibitors; 0.56% of 390,000 active; AID 540317, 2011; note: potency is the fitted concentration of half-maximal effect; nearly all actives have a fitted effect of over 70% in size; inactives centre near 23
# Target sequence (P83916 whole entry, looked up): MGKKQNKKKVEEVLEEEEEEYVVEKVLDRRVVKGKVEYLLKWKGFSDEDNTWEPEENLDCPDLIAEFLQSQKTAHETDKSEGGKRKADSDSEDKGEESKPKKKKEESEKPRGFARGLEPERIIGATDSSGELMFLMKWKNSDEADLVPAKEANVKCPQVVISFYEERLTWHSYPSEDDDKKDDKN
#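 Compound inhibition of the preformed complex between 50 nM HP1-beta and 50 nM biotinylated H3K9me3 peptide was read by AlphaScreen. Buffer was PBS pH 7.4 with 0.01% Tween-20. Incubations ran 30 min at room temperature, with 10 ug/mL donor/acceptor beads.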
# Numbers without * were called inactive; ? = inconclusive; / = no result given; & = joins results of further samples; [ ] = remark or other dose. Unless noted, calls come from the whole dose curve; as a rule, active = well fitted curve in the direction sought with a large enough effect; inconclusive = small, poorly fitted or top-dose-only effect, or another doubt; inactive = no such curve, though single readings can be large; an effect the other way counts as inactive or inconclusive. Only part of the results is shown; rates above refer to the full screens.
# Start of the data: the first three entries (preview)
SMILES,G9a inh,ALOX12 inh,GLS inh,BAZ2B inh,PI4K2A inh,RGS4 inh,JMJD2A Tudor inh,ERG-DNA inh,HP1b chromo inh
CC(C)COc1ccc(-c2nonc2NC(=O)c2ccc(F)cc2)cc1,?,-6%,-8%,3%,1,26%,-22%,1%,16%
CCC(=O)n1nc(-c2ccc(OC)cc2)nc1N,4%,10%,10%,-6%,1,-18%,-11%,-8%,19%
O=C(CCCCn1ccc(=O)[nH]c1=O)Nc1ccc(O)c(C(=O)O)c1,/,-11%,15%,/,0,4%,-10%,-1%,18%[57 µM]

# The list itself, from the start:
SMILES,G9a inh,ALOX12 inh,GLS inh,BAZ2B inh,PI4K2A inh,RGS4 inh,JMJD2A Tudor inh,ERG-DNA inh,HP1b chromo inh
CC(C)COc1ccc(-c2nonc2NC(=O)c2ccc(F)cc2)cc1,?,-6%,-8%,3%,1,26%,-22%,1%,16%
CCC(=O)n1nc(-c2ccc(OC)cc2)nc1N,4%,10%,10%,-6%,1,-18%,-11%,-8%,19%
O=C(CCCCn1ccc(=O)[nH]c1=O)Nc1ccc(O)c(C(=O)O)c1,/,-11%,15%,/,0,4%,-10%,-1%,18%[57 µM]
COc1ccc(CNc2nc3c(S(=O)(=O)c4ccccc4)nnn3c3ccc(Cl)cc23)cc1,-2%[59 µM],-2%,6%,-1%,1,-11%,13%,0%,40%[activator]
Cc1cc(=O)oc2cc(OC(=O)c3cncc(Br)c3)ccc12,-10%,4%,-7%,1%,5,6%,1%[57.1 µM],-3%,52%[activator]
Cc1ccccc1NC(=O)c1ccc(C)c(S(=O)(=O)NCc2cccnc2)c1,6%,0%,0%,-4%,0,10%,-3%,4%,13%
O=C(Cc1ccc(Nc2nc3ccc(Br)cc3[nH]2)cc1)NCCc1cccs1,?,0%,14%,-24%,1,19%,?,-3%,10%
COc1ccc(-c2cc(C(F)(F)F)n3nc(C(=O)Nc4cc(Cl)cc(Cl)c4)cc3n2)cc1,8%[59 µM],-20%,-1%,-12%,1,-1%,3%,5%,31%
CCCCNS(=O)(=O)c1ccc(NC(=O)c2c(-c3ccccc3Cl)noc2C)cc1,-20%,/,-3%,-3%,2,19%,-15%,5%,22%
COc1ccccc1CNC(=O)C(=O)NCC1OCCN1C(=O)c1ccc(Cl)cc1 (stereo unspecified),12%,-1%,-1%,1%,4,2%,-7%,-4%,8%
O=C1C=C(c2cccc(Cl)c2O)C[C@@H](c2ccc(Cl)cc2)C1,22%[2.33 µM],11µM*,17%,?,-5,10%,-31%,-2%,-11%
Nc1nc2c(-c3ccc(Br)cc3)nnn2c2ccccc12,-2%,5%,14%,3%,-4,-14%,-26%,4%,39%
COC(=O)c1c(NC(=O)c2cccs2)sc2c1CCC(C)C2 (stereo unspecified),153%[activator],413%[activator],6%,94%[activator],11,-1%,71%[activator],0%,209%[activator]
CN(Cc1ccccc1)C(=O)c1cc(S(=O)(=O)N2CCOCC2)cn1C,18%,13%,-1%,-4%,0,-7%,-12%,-2%,14%
CN/C(=C\[N+](=O)[O-])NCCSCc1csc(CN(C)C)n1,29%[21.5 µM],-6%,2%,/,0&5,-21%,-18%,-12%,18%
COc1cc(OC)c(OC)cc1C#N,-5%,25%,6%,-21%,-5,8%,-10%,18%,13%
C/C=C/c1ccc(OCCN2CCc3ccccc3C2)c(OC)c1,45µM*,?,13%,?,3,-31%,0.89µM*,1%,?
COc1cc(-c2nnc(SC/C=C/c3ccccc3)n2N)cc(OC)c1OC,-2%[12.7 µM],0%,-1%,-3%,1,-4%,-2%,-3%,12%
COc1ccc(Cl)cc1NC(=O)CCNC(=O)Cn1ccc2ccccc2c1=O,14%,/,-3%,-20%,-1,-14%,-9%,18%,31%
CSCCC(Nc1ccc(S(=O)(=O)N2CCOCC2)cc1[N+](=O)[O-])C(=O)OCC(=O)N(C(C)C)C(C)C (stereo unspecified),-19%[59 µM],-27%,1%,-32%,-6,0%,?,-2%,-9%
O=C(NC1CCCCC1)NC1C2CC3CC(C2)CC1C3 (stereo unspecified),64%[activator],3%,0%,-2%,-1,3%,10%,-1%,40%[activator]
Clc1ccc(OCc2cn3cccnc3n2)c2ncccc12,6%[12.7 µM],-22%,-2%,-5%,5,-25%,-16%,-5%,24%
O=C(OCC(=O)N1CCN(C(=O)COC(=O)c2ccccc2NCCO)CC1)c1ccccc1NCCO,/,-16%,-8%,/,4,-28%,-2%,2%,41%[activator]
CC(C)(C)NC(=O)CSc1nc(-c2ccccc2)cc(=O)[nH]1,6%,-1%,2%,-12%,3,5%,-15%,7%,-10%
Cc1cc(CNC(=O)CCc2nnc(CCCCc3ccccc3)o2)nn1C,17%,2%,4%,-1%,3,25%,-1%,-4%,18%
O=C(CSc1ccccn1)C12CC3CC(CC(C3)C1)C2,1%,-7%,4%,41%[activator],-3,-46%,120%[activator],-18%,224%[activator]
O=C(CNC(=O)N1CC(=O)Nc2ccccc21)Nc1cccc(F)c1,-9%,11%,1%,-2%,0,-11%,3%,2%,34%
Cc1cc(NC2C3CC4CC(C3)CC2C4)n2ncnc2n1 (stereo unspecified),8%,12%,-3%,-4%,1,-14%,-17%,/,16%
COc1cc(/C=C/C(=O)O)ccc1OS(=O)(=O)c1cc(C)ccc1C,-29%,-3%,-13%,-10%,-1,-29%,-11%,3%,33%
O=C(Nc1ccc(F)cc1F)c1ccc(-n2cccn2)c([N+](=O)[O-])c1,27%[12.7 µM],-14%,12%,?,-7,-43%,-11%,1%,21%
CCOc1ccc(S(=O)(=O)c2c[nH]c3ccccc3c2=O)cc1,17%,0%&4%,-10%&-5%,1%&3%,-1&-2,13%&-8%,-3%&2%,-19%&0%,13%&31%
CC1CCN(C(=O)C(Cc2ccccc2)NS(=O)(=O)c2ccc3c(c2)oc(=O)n3C)CC1 (stereo unspecified),-6%,8%,0%,10%,3,6%,-1%,-18%,37%[activator]
Cc1cccc(NC(=O)COC(=O)c2ccc3c(=O)n4c(nc3c2)CCC4)c1,12%[59 µM],-3%,-8%,-2%,1,-27%,6%[57.1 µM],-2%,49%[activator]
CS(=O)(=O)N(Cc1ccc(Cl)cc1)c1ccc(C(=O)N/N=C/c2cc3ccccc3nc2Cl)cc1,-12%[59 µM],0%,0%,-5%,3,-23%,-8%,-2%,37%
Cc1ccc(SCC(=O)OCc2csc(CC(=O)Nc3ccccc3C)n2)cc1C,?,-22%,14%,7%,-1,-21%,0%,-3%,68%[activator]
COCCNC(=O)C1CCN(S(=O)(=O)c2c(C)noc2/C=C/c2cccs2)CC1,-14%,1%,-7%,-38%,3,-10%[56.9 µM],-18%,-6%,15%
CC(=O)Nc1ccccc1OCc1nnc(-c2ccccc2Cl)o1,/,0%,2%,13%,-1,6%,-3%,-8%,34%
CN(CC(=O)Nc1ccc(F)cc1F)S(=O)(=O)c1ccc(C(=O)N2CCOCC2)s1,9%[59 µM],-3%&-14%,-16%,-2%,3,11%,-11%,3%,-2%
COc1ccc(NCc2ccc(OC)c(Cn3ccnc3)c2)c(OC)c1,11µM*,0%,?,50µM*,-5,-32%,40µM*,-3%,?
Cc1ccc([N+](=O)[O-])cc1S(=O)(=O)NCC1COc2ccccc2O1 (stereo unspecified),47%[activator],6%,3%,-32%,4,-5%,-36%,-8%,12%
CCCC1=C(C(=O)OCC)C(c2cc(Cl)cc(OC)c2OCc2ccccc2)NC(=O)N1 (stereo unspecified),37%[59 µM],-6%,-3%,?,5,-4%,-9%,-2%,6%
CCN(CC)CCCNC(=S)N(Cc1cccnc1)Cc1cc2cc(C)cc(C)c2[nH]c1=O,6%,-10%,4%,-28%,4,-1%,-27%,-4%,0%
CN(C)CCNc1nc2c(c(=O)[nH]c(=O)n2C)n1CCOc1ccccc1,23%,0%,6%,0%,-2,36%,-13%,-14%,20%
NCc1ccccc1COc1ccccc1,21%[59 µM],-12%,-2%,7%,-2,-6%,-6%,-13%,17%
O=C(COc1ccc(F)cc1)Nc1ccc2nc(SCC(=O)N3CCCC3)sc2c1,-25%[59 µM],0%,-12%,?,-2,2%,-27%,2%,40%[activator]
COC(=O)c1ccccc1NC(=O)CN1C(=O)COc2ccc(Cl)cc21,14%[59 µM],-21%,-1%,5%,-1,7%,-3%,6%,31%[activator]
CC(C)(C)NC(=O)COC(=O)c1ccc(O)cc1,-6%[59 µM],58%[activator],-5%,7%,6,-1%,-1%,1%,34%
CCOC(=O)C/C(C)=N/NC(=O)Nc1ccccc1,10%[59 µM],10%,3%,-15%,-9,-16%,7%,4%,23%

# Screens deposited in PubChem BioAssay by National Center for Advancing Translational Sciences (NCATS).
